# Bioassay records from PubChem.
# D1 agonist: human D1 receptor agonism; HEK293 T-REx D1 cells, calcium flux, agonist mode; activation, % at 2 µM; hit rate 1% among 360,000; in the data active = activation above about 30%; note: 0% is about no effect
# Target sequence (P21728 whole entry, looked up): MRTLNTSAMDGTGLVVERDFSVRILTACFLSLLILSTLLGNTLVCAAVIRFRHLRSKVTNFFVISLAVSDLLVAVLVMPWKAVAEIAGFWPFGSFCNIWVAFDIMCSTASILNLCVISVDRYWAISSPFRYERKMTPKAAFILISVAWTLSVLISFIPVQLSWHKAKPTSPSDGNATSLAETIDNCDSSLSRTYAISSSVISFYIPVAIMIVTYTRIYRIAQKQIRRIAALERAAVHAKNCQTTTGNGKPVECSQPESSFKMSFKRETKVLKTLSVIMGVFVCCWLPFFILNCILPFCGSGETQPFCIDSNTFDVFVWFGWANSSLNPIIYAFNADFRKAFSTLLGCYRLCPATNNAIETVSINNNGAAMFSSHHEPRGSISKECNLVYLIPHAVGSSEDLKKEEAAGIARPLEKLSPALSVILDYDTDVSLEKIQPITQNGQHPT
#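 Agonism was scored from calcium flux recorded over 180 s (1 read/s) after pintool compound addition, following a 10-cycle baseline. Cells were inducible force-coupled HEK293 TREx D1, plated overnight at 30 C and loaded with no-wash calcium dye.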
# D1 antagonist: blocks dopamine activation of the human D1 receptor; hit rate 3.2% among 360,000; AID 504652; activity change, negative = inhibition, % at 10 µM; P21728; HEK293 TREx D1 cells, calcium flux, dopamine EC80; stronger effect = lower value; in the data active = activity change below about -30%; note: % is set by controls: 0 for no effect and ±100 for the full control effect
#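 Tetracycline-induced HEK293 T-REx cells with force-coupled D1 receptor were loaded with a no-wash calcium dye. Compound was added after a 10 s baseline and read kinetically for 180 s; EC80 dopamine was then added and calcium flux followed another 180 s.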
# D1 PAM: potentiators of human D1 dopamine receptor | hit rate 0.036% among 360,000 | HEK293 TREx D1 cells, calcium flux, dopamine EC20 potentiation | P21728 | AID 504651 | potentiation, % at 10 µM; in the data active = potentiation above about 30%; note: 0% is about no effect
# TRHR enhancer: allosteric enhancers of human TRH receptor; TRHR cells, fluo-8 calcium fluorescence, EC20 TRH enhancement; P34981; AID 493056; enhancement, % at 2 µM; hit rate 0.66% among 360,000; in the data active = enhancement above about 30%; note: 0% is about no effect
#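 TRHR-expressing cells loaded with fluo-8 calcium dye were read kinetically (ex 480/em 530) during compound addition, then stimulated with an EC20 of TRH (10 nM final). Enhancement of the Gq-mediated intracellular calcium response was scored.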
# RXFP1 antag: blocks the human relaxin receptor RXFP1. Q9HBX9. AID 1259400. activity change, negative = inhibition, % at 57.5 µM. HEK293-RXFP1, relaxin-stimulated cAMP HTRF, 30 min; stronger effect = lower value. hit rate 0.59% among 350,000;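 active = activity change of -60% or lower, but not beyond a set lower limit; inconclusive = change between -60% and -40%, or beyond the set limit; inactive = change above -40%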; note: % is set by controls: 0 for no effect and ±100 for the full control effect
# Anesthetic bind: binds horse apoferritin like a general anesthetic. hit rate 0.074% among 350,000. AID 485281. Potency, µM (highest dose often 77.5 µM), inactives show at the top dose activity change, negative = displacement, actives largely listed as inhibitors. P02791. apoferritin/1-aminoanthracene competitive binding, fluorescence; note: potency is the fitted concentration of half-maximal effect; % is set by controls: 0 for no effect and ±100 for the full control effect; nearly all actives have a fitted effect of over 20% in size
# Target sequence (P02791 2-175 limits assumed): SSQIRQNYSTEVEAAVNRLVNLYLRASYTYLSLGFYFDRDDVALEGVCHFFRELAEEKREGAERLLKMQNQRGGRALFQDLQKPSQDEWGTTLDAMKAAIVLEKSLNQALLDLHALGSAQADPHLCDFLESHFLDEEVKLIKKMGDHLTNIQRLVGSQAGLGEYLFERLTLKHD
#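 Concentration-response curves derived by four-parameter Hill fitting of normalized fluorescence, where compounds displaced 1-AMA from 10 uM horse apoferritin following a brief 10 min room-temperature incubation; propofol titration acted as positive control.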
# RXFP1 ag: agonists of human relaxin receptor RXFP1; hit rate 0.3% among 370,000; AID 2676; Potency, µM (series often up to 57.5 µM), for inactives: at the top dose activation, most hits filed as activators; Q9HBX9; HEK293T-RXFP1 cAMP TR-FRET, 30 min; response scale: percent of porcine relaxin response, buffer zero; note: potency is the fitted concentration of half-maximal effect; % is set by controls: 0 for no effect and ±100 for the full control effect; nearly all actives have a fitted effect of over 60% in size; many of its hits are not listed in these tables
#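 Agonist response is measured as cAMP accumulation in an RXFP1-transfected HEK293T line under PDE4 inhibition. Values are scaled between buffer-only and 29 nM porcine relaxin, and EC50s come from standard Hill equation fits.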
# TRHR ag: TRH receptor (human) agonism | P34981 | hit rate 0.18% among 360,000 | activation, % at 2 µM | TRHR cells, calcium flux fluo-8, FDSS agonist mode; in the data active = activation above about 30%; note: 0% is about no effect
#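 TRHR-expressing cells, plated overnight in medium with 10% serum, were loaded with fluo-8 calcium dye at room temperature. After a 10 s baseline, library compound was pin-added and calcium release was recorded kinetically (ex 480/em 530) as agonist response.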
# D2 PAM: positively modulates the human D2 dopamine receptor allosterically; hit rate 0.34% among 340,000; HEK293 T-REx D2, calcium flux, EC20 dopamine potentiation; potentiation, % at 10 µM; P14416;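 active = potentiation over 3 SD above the plate norm, cut at about 30% in these data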; note: 0% is about no effect
# Target sequence (P14416 whole entry, looked up): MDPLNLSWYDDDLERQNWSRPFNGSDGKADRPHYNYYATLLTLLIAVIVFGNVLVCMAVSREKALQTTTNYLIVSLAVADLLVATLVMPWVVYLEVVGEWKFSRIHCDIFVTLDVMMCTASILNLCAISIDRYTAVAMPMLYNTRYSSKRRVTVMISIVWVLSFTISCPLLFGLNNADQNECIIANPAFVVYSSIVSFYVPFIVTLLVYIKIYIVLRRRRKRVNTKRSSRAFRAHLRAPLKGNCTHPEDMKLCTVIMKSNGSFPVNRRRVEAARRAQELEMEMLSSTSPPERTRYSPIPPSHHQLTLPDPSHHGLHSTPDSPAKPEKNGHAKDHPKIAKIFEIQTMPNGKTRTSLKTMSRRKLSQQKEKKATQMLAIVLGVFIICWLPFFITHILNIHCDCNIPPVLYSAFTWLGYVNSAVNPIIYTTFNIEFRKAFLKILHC
#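 Tetracycline-induced HEK293 T-REx cells force-coupled to calcium signalling expressed D2; compounds were pin-added after a 10 s baseline, read kinetically 180 s, then an EC20 dopamine challenge followed with a further 180 s calcium read.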
# Numbers without * were called inactive; ? = inconclusive; . = not tested or not shown; & = joins results of further samples; ! = repeats disagree; [ ] = dose if it differs, or a comment. Unless noted, calls come from the whole dose curve; as a rule, active = well fitted curve in the direction sought with a large enough effect; inconclusive = small, poorly fitted or top-dose-only effect, or another doubt; inactive = no such curve, though single readings can be large; an effect the other way counts as inactive or inconclusive. Some of the compounds tested. The share of hits here may be higher or lower than overall.
SMILES,D1 agonist,D1 antagonist,D1 PAM,TRHR enhancer,RXFP1 antag,Anesthetic bind,RXFP1 ag,TRHR ag,D2 PAM
Cc1cc(NC(=O)CN2CCCCCCC2)no1,4,7,-8,-3,-5,?,2.0%,0.1,-7
CCN(CC)CCOc1c(C)cccc1Cl,4,2,-3,7,-2,-3%,-1.3%,0.3,-21
COc1ccc(C(=O)NNC(=O)c2ccncc2)cc1[N+](=O)[O-],2,2,-5,-4,14,-9%,0.0%,0.5,5
COc1ccc(Oc2nccc(-c3ccccc3)c2C#N)cc1,8,-11,-5,-4,-27,?,1.7%,1.2,-10
COc1ccc(OC)c(CCNC(=O)CCn2c(=O)c3cccn3c3cccnc32)c1,-1,-13,1,-6,0,-2%,0.5%,-0.7,3
CC(C)=CC(=O)Nc1ccc(Br)cc1,0,-13,-6,11,-15,1%,0.4%,-0.3,-2
CC(=O)N1c2ccc(S(=O)(=O)NCCC(=O)NCCc3cccc(C)c3)cc2CC1C (stereo not given),2,-14,-6,2,-20,-6%,0.0%,-0.3,3
NC(=O)COc1ccc(NS(=O)(=O)Cc2ccccc2)cc1,2,-27,-7,-9,-1,-13%,-0.3%,0.7,1
Cc1ccc(S(=O)(=O)N2CCN(Cc3cccc(C)c3O)CC2)cc1,1,2,-3,-4,0,-6%,-0.3%,0.3,5
COc1cccc(CNC(=O)Cn2nc3c(cc2=O)CCCC3)c1OC,0,2,-2,0,10,4%,0.5%,1.1,0
O=C(COc1ccc(Br)cc1Cl)N1CCN(c2ccccn2)CC1,1,-15,-3,-9,-1,-5%,-1.1%,0.4,3
CCCCn1c(-c2cccs2)nc2nc3ccccc3nc21,4,-8,0,4,-23,50%[activator],0.9%,-0.8,24
CCOC(=O)[C@@H]1[C@H]2COc3ccccc3[C@H]2N2C(=O)N(c3ccc(Cl)cc3)C(=O)[C@@]12C,8,-2,-6,3,.,2%,-0.4%,1.1,0
CCC1=C(OC(=O)N(CC)CC)N2C(=O)OC(=NCc3ccccc3)[C@]2(C)[C@H]2C1=CC[C@H]1C(=O)N(CC)C(=O)[C@H]12,1,-35*,-8,-6,.,-15%&-23%,0.2%,-0.4,-1
Cc1cc(C)cc(N(CC(=O)Nc2c(C)cc(C)cc2C)S(=O)(=O)c2c(C)nn(C)c2C)c1,3,7,3,-4,.,-15%,-1.1%,0.0,1
O=c1[nH]c(C2CCCN(S(=O)(=O)c3ccccc3)C2)nc2c1nnn2Cc1ccccc1 (stereo not given),2,3,-14,7,10,-6%,-0.7%,-0.3,-7
Oc1ccc(-c2nccc(-c3ccc(Br)cc3)n2)cc1,3,-6,-8,-10,11,-19%,1.4%,-0.4,-6
CC(C)Cn1cc(NC(=O)NCc2cccc(Cl)c2)c2ccccc2c1=O,-1,-2,4,18,.,4%,5.7%,-1.4,0
COc1cccc(C(=O)c2cn(CC(=O)Nc3cccc(Cl)c3C)c3nc(C)ccc3c2=O)c1,4,4,2,-2,4,-21%,1.4%,-0.1,7
O=C(c1cccs1)N1N=C(c2ccccc2)CC1c1ccc(O)cc1 (stereo not given),3,-10,2,1,?,-21%,-1.3%,-1.3,9
COc1ccc(OCc2cc(C(=O)NCc3cccc(C)n3)no2)c(Cl)c1,13,-5,0,-2,7,?,-1.5%,-0.6,12
Cc1ccc2[nH]c(=O)c(CN(Cc3cccs3)Cc3nnnn3CC3CCCO3)cc2c1 (stereo not given),1,3,-1,1,-11,-16%,3.0%,-0.1,-6
Cc1nc(NC(=O)C2CCCCC2)sc1C,-3,14,-1,-6,-4,-11%,0.0%,0.4,-4
CCN1CCN(CC#CCOc2ccccc2OC)CC1,1,9,-6,0,7,-8%,-1.9%,0.6,-7

# Quoted at random: five compounds from above.
SMILES,D1 agonist,D1 antagonist,D1 PAM,TRHR enhancer,RXFP1 antag,Anesthetic bind,RXFP1 ag,TRHR ag,D2 PAM
CCOC(=O)[C@@H]1[C@H]2COc3ccccc3[C@H]2N2C(=O)N(c3ccc(Cl)cc3)C(=O)[C@@]12C,8,-2,-6,3,.,2%,-0.4%,1.1,0
Cc1cc(C)cc(N(CC(=O)Nc2c(C)cc(C)cc2C)S(=O)(=O)c2c(C)nn(C)c2C)c1,3,7,3,-4,.,-15%,-1.1%,0.0,1
O=C(c1cccs1)N1N=C(c2ccccc2)CC1c1ccc(O)cc1 (stereo not given),3,-10,2,1,?,-21%,-1.3%,-1.3,9
O=c1[nH]c(C2CCCN(S(=O)(=O)c3ccccc3)C2)nc2c1nnn2Cc1ccccc1 (stereo not given),2,3,-14,7,10,-6%,-0.7%,-0.3,-7
COc1ccc(OCc2cc(C(=O)NCc3cccc(C)n3)no2)c(Cl)c1,13,-5,0,-2,7,?,-1.5%,-0.6,12

# (cont.)
SMILES,D1 agonist,D1 antagonist,D1 PAM,TRHR enhancer,RXFP1 antag,Anesthetic bind,RXFP1 ag,TRHR ag,D2 PAM
CC1CN(C(=O)COC(=O)Cc2ccc(Cl)cc2)CC(C)O1 (stereo not given),1,-2,1,0,0,.,-1.9%,0.1,9
Cc1cc2[nH]c(=O)c(=O)[nH]c2cc1S(=O)(=O)N1CCN(c2cccc(C(F)(F)F)c2)CC1,2&0,-62*!,-9&-1,7&9,9&-1,?,0.9%&5.2%,-0.6&-0.2,-10&-16
Nc1cc(=O)[nH]c(SCC(=O)NNC(=O)Cc2ccccc2)n1,-2,10,1,-5,-8,-3%,1.0%,1.7,4
CCN(CC)S(=O)(=O)c1cccc(NC2=NCC(C)S2)c1 (stereo not given),3,11,0,-1,-6,-5%,0.3%,0.3,1
COC(=O)C1C(c2ccc(OC)cc2)C(C(=O)OC)S(=O)(=O)C(CCN2CCCCC2)S1(=O)=O (stereo not given),1,10,-7,5,-6,-8%,2.4%,0.1,6
COCc1cc(Sc2ccc(OC)cc2)nc(-c2ccccc2)n1,14,5,-5,-1,-12,6%,-1.1%,2.1,9
CCNC(=S)N(CCN(CC)CC)Cc1cc2cc3c(cc2[nH]c1=O)OCO3,3,-25,1,7,2,0%,2.8%,0.2,8
CCN(CC)C(=O)c1sc2c(c1C)c(=O)n(-c1ccc(OC)cc1OC)c(=O)n2CC(=O)c1ccccc1,4,17,2,1,8,?,0.7%,0.2,14
CCn1c(=O)cc(OCC(=O)O)c2ccccc21,2,-6,2,10,-5,-3%,-0.9%,0.5,-24
COCCCN(C(=S)Nc1c(C)cc(C)cc1C)C(C)c1ccccn1 (stereo not given),0,-7,0,1,7,-7%,1.8%,0.1,-1
O=C(NCCc1cscn1)C1CCC(=O)N(Cc2ccc(Cl)cc2)C1 (stereo not given),1,-6,-13,2,7,-5%,1.7%,-2.3,2
COc1cccc(CNC(=S)Nc2cccc(Cl)c2C)c1,2,6,-7,-4,-8,-7%,-2.4%,-0.1,2
CCOc1ccc2ccccc2c1/C=N\NC(=O)c1ccc([N+](=O)[O-])cc1,2,-11,14,1,-7,-7%,-4.3%,0.0,-21
Cc1occc1C(=O)Nc1cccc(Cn2cccn2)c1,2,2,3,5,4,-21%,3.0%,0.0,1
COc1ccc(CCNC(=O)c2cc(C3CC3)on2)cc1OC,3,-3,11,0,6,2%,1.7%,0.3,-1
COc1ccc(OC)c(-n2c(=S)[nH]c3cc(C(=O)N(C)Cc4ccccc4)ccc3c2=O)c1,0,-4,-2,5,8,-15%,0.7%,-0.8,4
COc1ccccc1Oc1ncnc2sccc12,5,15,-3,0,-7,-21%,-0.2%,-0.8,3
O=C(CN1C(=O)COc2ccccc21)Nc1ccccc1F,1,13,-4,3,6,-4%,0.3%,-0.8,1
CC(C)N(Cc1ccccc1)C(=O)CN1C(=O)CSc2ccc(S(=O)(=O)N3CCCC3)cc21,1,-5,-1,-9,-8,9%,-0.1%,-0.9,3
COc1cccc(N2CCN(c3ccc4nnc(CCC(=O)Nc5ccc(F)cc5)n4n3)CC2)c1,0,-19,21,-4,0,-8%,3.1%,0.2,10
Oc1ccc(NC(=S)N=Nc2c(O)[nH]c3ccc(Br)cc23)cc1,5,13,-4,3,-37,?,-0.5%,-0.8,6
Cc1cn(C(=O)c2ccccc2)c(=S)n1-c1ccc(Cl)cc1,0,-3,-4,4,-15,?,2.5%,-0.6,-2
Oc1cccc(-c2nc3c4c(ncn3n2)-c2ccccc2CC42CCCC2)c1,2,-6,0,23,-9,-20%,11%,-0.3,16
NC(=O)C1(NC(=O)[C@@H]2CC3(CC(c4cccc(NC(=O)c5cc([N+](=O)[O-])cc([N+](=O)[O-])c5)c4)=NO3)CN2C(=O)c2ccccc2)CC1 (stereo not given in full),1,-7,5,0,.,-18%,-1.6%,1.5,0
CC(/C=N/Nc1nc(C)cc(C)n1)=C\c1ccc(C(C)C)cc1,3,2,-4,-1,15,?,4.0%,-0.2,7
Fc1ccc(-c2cc(-c3nnc4n3CCCCC4)c3ccccc3n2)cc1,0,4,2,-4,-5,-11%,-0.3%,-0.5,2
COc1ccc(C2N=C(Nc3ccc(C)cc3)Nc3nc(C)cc(=O)n32)cc1 (stereo not given),1,10,4,-1,6,-23%,1.9%,-0.3,5
CCOC(=O)C1CCCN(C(=O)c2cc(-c3ccc(C)cc3)on2)C1 (stereo not given),1,-49*,-9,-4,-12,?,-0.8%,-0.4,-4
COc1cc(C(=O)OC(C)C(=O)N2CCCC2)cc2c1OCCO2 (stereo not given),2,-15,-1,-2,6,.,0.8%,0.2,2
Cc1ccc(C(=O)O/N=C(\N)c2ccc(C(F)(F)F)cn2)cc1,2,3,9,-2,-5,38%[activator],-2.1%,0.3,.
O=C(Nc1ccc(F)cc1)C1CCCN(C2=NS(=O)(=O)c3ccccc32)C1 (stereo not given),3,-9,-5,3,-3,.,0.6%,-0.9,-1
Cc1noc(C)c1COc1ccccc1C(=O)NCCc1ccc(S(N)(=O)=O)cc1,2,-34*,-11,-5,-8,-4%,0.9%,0.2,-13
COc1ccccc1OCCNC(=O)CN1C(=O)NC2(CCCCC2)C1=O,1,-14,-5,2,7,.,-1.0%,0.2,22
CCc1nccn1CCC(=O)NC1CCCc2c1cnn2-c1ccc(F)cc1F (stereo not given),1,-4,2,4,3,-2%,-0.7%,-0.5,0
CCOc1ccc(NC(=O)c2ccc3[nH]c(C)cc(=O)c3c2)cc1,0,-10,-2,3,0,-2%,8.0%,-0.1,0
O=C(ONC1=NCCCCC1)c1c(F)cccc1F,2,5,0,-2,1,-2%,-0.2%,-0.1,1
C=CCn1c(COc2ccccc2F)nnc1SCC(=O)Nc1cc(C)on1,3,-10,0,-1,-13,-7%,-1.3%,-0.5,-7
O=C(Nc1ccccc1)Nc1ccc2c(c1)CCC2,13,-13,-1,-3,-5,-10%,0.7%,0.2,-9
